# RXFP1 antag = qHTS Assay for Antagonists of the Relaxin Receptor RXFP1; Relaxin receptor 1 (Homo sapiens), Q9HBX9; HEK293-RXFP1, relaxin-stimulated cAMP HTRF, 30 min; hits give low values; activity change, negative = inhibition, % at 57.5 µM; actives 0.59% (n = 350,000);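 active = activity change of -60% or lower, but not beyond a set lower limit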; also: % is scaled to controls: 0 for no effect and ±100 for the full control effect
# D2 potentiator = HTS Assay for Positive Allosteric Modulators of the Human D2 Dopamine Receptor: Primary Screen for Potentiators. potentiation, % at 10 µM. D(2) dopamine receptor (Homo sapiens), P14416. HEK293 T-REx D2, calcium flux, EC20 dopamine potentiation. actives 0.34% (n = 340,000). AID 485347, 2010;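 active = potentiation over 3 SD above the plate norm, cut at about 30% in these data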; also: 0% is about no effect
#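 Potentiation of an EC20 dopamine calcium response is measured in a force-coupled, tetracycline-inducible Hek293 Trex D2 line. Compound-only kinetic reads over 180 s flag agonists before dopamine addition.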
# D1 antagonist = Antagonist of Human D 1 Dopamine Receptor: qHTS. D(1A) dopamine receptor (Homo sapiens), P21728. HEK293 TREx D1 cells, calcium flux, dopamine EC80; hits give low values. activity change, negative = inhibition, % at 10 µM. actives 3.2% (n = 360,000); in the data active = activity change below about -30%; also: % is scaled to controls: 0 for no effect and ±100 for the full control effect
# Target sequence (P21728 whole entry, looked up): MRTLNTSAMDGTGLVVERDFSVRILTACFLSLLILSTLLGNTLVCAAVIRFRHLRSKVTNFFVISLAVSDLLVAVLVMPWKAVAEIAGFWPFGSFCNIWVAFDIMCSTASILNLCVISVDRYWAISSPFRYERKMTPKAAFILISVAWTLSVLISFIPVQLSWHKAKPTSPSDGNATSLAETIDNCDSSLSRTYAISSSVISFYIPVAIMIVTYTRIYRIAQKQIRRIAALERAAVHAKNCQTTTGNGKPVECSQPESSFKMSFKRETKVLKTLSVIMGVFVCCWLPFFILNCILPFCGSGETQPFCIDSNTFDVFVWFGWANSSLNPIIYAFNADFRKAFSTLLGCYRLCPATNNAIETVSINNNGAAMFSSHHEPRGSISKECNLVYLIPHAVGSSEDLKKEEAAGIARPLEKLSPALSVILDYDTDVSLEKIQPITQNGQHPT
#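 HEK293 T-REx cells expressing inducible, force-coupled D1 receptor; no-wash Ca dye, 30–90 min RT. Cmpd → 180 s read at 1 Hz → EC80 DA → 180 s read.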
# D1 potentiator = Potentiators of Human D1 Dopamine Receptor: qHTS; HEK293 TREx D1 cells, calcium flux, dopamine EC20 potentiation; AID 504651, 2011; potentiation, % at 10 µM; D(1A) dopamine receptor (Homo sapiens), P21728; actives 0.036% (n = 360,000); in the data active = potentiation above about 30%; also: 0% is about no effect
# D2 agonist = HTS Assay for Allosteric Agonists of the Human D2 Dopamine Receptor: Primary Screen for Agonists; actives 0.53% (n = 340,000); HEK293 T-REx D2 cells, calcium flux agonist mode; activation, % at 2 µM; D(2) dopamine receptor (Homo sapiens), P14416;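 active = activation over 3 SD above normal in the single-dose calcium agonist read, cut at about 30% in these data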; also: 0% is about no effect
#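 Agonism is scored from calcium flux in a force-coupled, inducible HEK293 cell line expressing D2, read kinetically for 180 s after compound addition against dopamine controls.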
# TRHR PAM = qHTS for Small Molecule Agonists and Allosteric Enhancers of Human TRH Receptor: Primary Screen for Enhancers | Thyrotropin-releasing hormone receptor (Homo sapiens), P34981 | TRHR cells, fluo-8 calcium fluorescence, EC20 TRH enhancement | enhancement, % at 2 µM | actives 0.66% (n = 360,000) | AID 493056, 2011; in the data active = enhancement above about 30%; also: 0% is about no effect
# Target sequence (P34981 whole entry, looked up): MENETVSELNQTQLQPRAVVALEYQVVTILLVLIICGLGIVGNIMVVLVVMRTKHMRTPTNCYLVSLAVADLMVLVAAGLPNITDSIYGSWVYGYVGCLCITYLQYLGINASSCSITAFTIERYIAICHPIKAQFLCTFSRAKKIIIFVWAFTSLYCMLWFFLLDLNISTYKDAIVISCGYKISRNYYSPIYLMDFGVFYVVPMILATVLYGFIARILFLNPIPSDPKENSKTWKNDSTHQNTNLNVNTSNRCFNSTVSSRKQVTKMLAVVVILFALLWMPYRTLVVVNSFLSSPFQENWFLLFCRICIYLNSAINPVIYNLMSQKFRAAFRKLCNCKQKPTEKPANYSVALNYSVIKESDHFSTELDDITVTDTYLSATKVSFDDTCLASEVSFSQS
#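 Enhancer read-out: after compound pinning and an initial kinetic agonist-mode read, an EC20 of TRH (10 nM final) was injected and fluo-8 calcium signal (Ex 480/Em 530) followed at 1 s/cycle for 100 cycles in TRHR-expressing cells.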
# D1 agonist = Allosteric Agonists of the Human D1 Dopamine Receptor: qHTS | actives 1% (n = 360,000) | D(1A) dopamine receptor (Homo sapiens), P21728 | activation, % at 2 µM | HEK293 T-REx D1 cells, calcium flux, agonist mode; in the data active = activation above about 30%; also: 0% is about no effect
#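 Tetracycline-induced HEK293 TREx D1 cells, force-coupled to calcium signalling, were dye-loaded with a no-wash calcium kit. Compound was pin-added after a 10 s baseline. Fluorescence was read kinetically at 1 cycle/s for 180 s, with calcium rises flagged as agonism.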
# RXFP1 agonist = qHTS Assay for Agonists of the Relaxin Receptor RXFP1; HEK293T-RXFP1 cAMP TR-FRET, 30 min; response scale: percent of porcine relaxin response, buffer zero; Potency, µM (titrated, usually from 57.5 µM), for the others: at the highest dose activation, hits mostly activators; actives 0.3% (n = 370,000); AID 2676, 2010; active = well fitted activation curve with a large enough effect; also: potency is read from the fitted curve at half-maximal effect; % is scaled to controls: 0 for no effect and ±100 for the full control effect; nearly all actives have a fitted effect of over 60% in size; many of its hits are not listed in these tables
#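 HEK293T cells stably expressing RXFP1 were pretreated with the PDE4 inhibitor Ro 20174, exposed to compounds for 30 min at 37C, lysed, and cAMP was read by TR-FRET. Data normalized to buffer (basal) and 29 nM porcine relaxin (100%).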
# D2 antagonist = HTS Assay for Allosteric Antagonists of the Human D2 Dopamine Receptor: Primary Screen for Antagonists; AID 485344, 2010; actives 2% (n = 340,000); inhibition, % at 10 µM; D(2) dopamine receptor (Homo sapiens), P14416; HEK293 TREx D2 cells, calcium flux, dopamine EC80; in the data active = inhibition above about 30%; also: 0% is about no effect
#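 Overnight-induced (tetracycline, 30 C) HEK293 T-REx cells carrying force-coupled D2 receive a no-wash calcium dye, then compound, then EC80 dopamine at 180 s; signals are read kinetically throughout.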
# * hit, by the source's call; . = no result given. These rows are one share of the data. The share of hits here may be higher or lower than overall.
SMILES	RXFP1 antag	D2 potentiator	D1 antagonist	D1 potentiator	D2 agonist	TRHR PAM	D1 agonist	RXFP1 agonist	D2 antagonist
CCOc1ccccc1NC(=O)C(OC(=O)c1cnccn1)c1ccccc1 (configuration not stated)	-4	12	3	2	-0.3	5	0	0.7%	-3
COCCn1c(SC(C(=O)Nc2cc(C)ccc2OC)c2ccccc2)nnc1-c1ccc(Cl)cc1 (configuration not stated)	6	-8	-4	-1	-1.1	-4	3	0.1%	-8
N#CCCN(Cc1ccccc1)C(=O)c1nccnc1C(=O)O	3	-5	2	-2	0.4	13	0	-5.5%	-3
CC(C)CN1CCN(Cc2cnc(-c3ccc(Cl)cc3)nc2)CC1CCO (configuration not stated)	-8	18	2	0	-1.3	-6	4	2.5%	9
CC(C)OC(=O)Nc1ccc2c(c1)N(C(=O)CCN(C)C)c1ccccc1CC2	-8	13	-6	5	1.4	-1	1	1.0%	3
CC1CCCN(C(=O)Cn2nnc(-c3cccnc3)n2)C1 (configuration not stated)	-6	-9	-13	2	0.5	9	3	-0.3%	-1
COC(=O)c1ccccc1-c1ccc(/C=N/NC(N)=O)o1	4	-5	-10	-5	0.4	-2	2	5.0%	.
CC(C)OCCCn1c(=O)c2ccccc2n2c(CCC(=O)NC3CCN(Cc4ccccc4)CC3)nnc12	3	-3	-10	-9	-0.4	13	0	16%	-26
Cc1ccc(C(=O)O)cc1NC(=S)NC(=O)C(c1ccccc1)c1ccccc1	-27	0	19	1	-0.2	2	4	-1.2%	8
COc1ccccc1N=C1NC(=O)/C(=C/c2ccc(N(C)C)cc2)S1	0	-9	-22	-7	24	0	108*	-1.4%	-1
COc1ccc(NC(=O)NN2CCN(C)CC2)c(OC)c1	2	-20	4	4	0.8	6	6	0.0%	12
Fc1ccc(-c2nc(-c3cccs3)[nH]c2-c2ccc(F)cc2)cc1	.	-5	-2	-3	-0.4	-11	8	0.1%	29
O=C(COC(=O)c1cc([N+](=O)[O-])ccc1N1CCOCC1)Nc1cccc(F)c1	8	2	-21	-3	-0.2	16	1	-3.0%	9
Cc1nn(C)cc1CNC(=O)Nc1ccc(Cl)c(Cl)c1	-7	5	-19	-8	-0.1	0	6	5.5%	9
Nc1c(S(=O)(=O)c2cccc(Cl)c2)c2nc3ccccc3nc2n1/N=C/c1ccc(O)c(O)c1	.	-8	-34*	-5	0.6	1	1	-0.9%	-1
Cc1nc2cc(C(=O)O)ccc2n1-c1ccccc1	.	14	4	0	-1.6	-9	2	0.4%	7
N=c1c(C(=O)NC2CCCC2)cc2c(=O)n3ccccc3nc2n1CCN1CCOCC1	-22	5	9	3	2.7	1	2	1.5%	-1
Cc1ccc(/C=N/NC(=O)c2cccc(S(=O)(=O)N3CCOCC3)c2)o1	7	-2	1	-2	1.2	3	2	5.6%	-15
Clc1ccc(CCNc2nc3ccccc3c3nc(-c4ccccc4)nn23)cc1	.	-4	4	-2	0.0	-2	1	1.9%	.
Cc1ccc(C)c(CNc2ccc(S(=O)(=O)N3CCCCC3)cc2)c1	0	0	1	.	-0.5	0	6	0.1%	13
CCOc1ccccc1NC(=O)CCN1CCN(S(=O)(=O)c2ccc(OC)cc2)CC1	7	.	-3	-7	.	0	0	-0.1%	.
CCc1nnc(NC(=O)CCC(=O)N2CCN(C3c4ccccc4-c4ccccc43)CC2)s1	-13	8	-2	-2	0.3	-4	2	3.6%	10
N#CCNC(=O)C1CC(=O)N(CCc2ccc(F)cc2)C1 (configuration not stated)	1	7	6	2	1.0	-4	0	5.4%	0
CCN(C(=O)CSc1nc2ccccc2n1CC(=O)N1CCCC(C)C1)c1ccccc1 (configuration not stated)	-2	10	-13	1	1.6	-7	0	0.2%	.
COc1cc(Cl)c(C)cc1NC(=O)CCCn1c(=O)oc2ccccc21	-9	-24	1	0	-0.6	-5	0	3.3%	-7
COc1ccc(CCNC(=O)Cn2c(=O)n(CC3CCCO3)c(=O)c3cc(OC)c(OC)cc32)cc1OC (configuration not stated)	9	-4	-20	-2	0.1	3	0	1.4%	-12
COc1ccc(S(=O)(=O)NC2CC(=O)N(c3cccc(F)c3)C2)cc1OC (configuration not stated)	-9	5	5	3	1.2	-9	4	0.8%	5
CC1(C)C2CC=C(/C=N/NC(=O)c3ccccc3Br)C1C2 (configuration not stated)	-1	.	-9	-6	.	3	0	-2.4%	.
CCC(NC(=O)NCCCn1ccnc1)(C(F)(F)F)C(F)(F)F	-22	-6	37	-3	0.0	-7	3	0.5%	-29
Cc1cc(C(=O)N/N=C/c2c3ccccc3cc3ccccc23)n[nH]1	-8	.	-19	-2	-2.9	-5	3	1.4%	19

# 2 successive entries already listed:
SMILES	RXFP1 antag	D2 potentiator	D1 antagonist	D1 potentiator	D2 agonist	TRHR PAM	D1 agonist	RXFP1 agonist	D2 antagonist
CCOc1ccccc1NC(=O)C(OC(=O)c1cnccn1)c1ccccc1 (configuration not stated)	-4	12	3	2	-0.3	5	0	0.7%	-3
COCCn1c(SC(C(=O)Nc2cc(C)ccc2OC)c2ccccc2)nnc1-c1ccc(Cl)cc1 (configuration not stated)	6	-8	-4	-1	-1.1	-4	3	0.1%	-8

# (list continues)
SMILES	RXFP1 antag	D2 potentiator	D1 antagonist	D1 potentiator	D2 agonist	TRHR PAM	D1 agonist	RXFP1 agonist	D2 antagonist
Cc1ccc(CN2C(=O)N/C(=C/c3cc(C)n(-c4ccccn4)c3C)C2=O)cc1	.	5	0	-3	-1.6	-1	0	-0.4%	22
CN(C)c1ccc(/C=C2\SC(N3CCCCC3)=NC2=O)cc1	10	-5	-17	29	10	0	37*	-0.2%	7
COCCCNC(=S)N1CCN(c2nc(C)nc3sc4c(c23)CCCC4)CC1	2	6	7	9	-1.2	0	0	0.9%	-4
O=C(NCc1cccnc1)c1cccnc1-c1nc2ccccc2s1	1	6	-8	-5	-0.5	-6	0	3.2%	20
Cc1ccc(-c2nnc(Nc3cccc(O)c3)c3ccccc23)cc1S(=O)(=O)N1CCOCC1	-17	4	-13	-3	-0.8	28	-1	3.7%	.
COc1ccc(C(=O)Nc2ccc(Cl)cc2F)cc1S(=O)(=O)N1CCCC1	-9	11	-13	5	-0.7	0	1	-2.6%	-6
COCCCNC(=S)N/N=C/c1cccc(OC)c1O	-3	-1	0	-3	0.6	2	0	3.7%	7
S=C(NC1CCCCC1)N1CCN(Cc2ccccc2Cl)CC1	-10	.	-11	2	.	-7	1	-3.0%	.
Cc1cccc(NC(=O)CO/N=C/c2ccc3c(c2)OCO3)c1	4	-1	-18	0	1.2	2	5	-1.1%	8
CCCCNC(=O)C1CC(=O)N(C2CCCCC2)C1 (configuration not stated)	-11	9	136	1	0.0	11	31*	0.8%	-10
COc1ccc(-c2csc(N(CCCN(C)C)C(=O)c3ccccc3C)n2)cc1	-62*	-21	-54*	-11	-2.0	-1	33*	-0.5%	-3
Cc1ccc(C(=O)Nc2ccc(Br)cc2)cc1S(=O)(=O)NCc1ccccc1	-39	-3	-3	-2	-1.2	-6	3	-0.2%	.
Cc1ccc(NC(=O)C2CCN(S(=O)(=O)c3c(C)noc3C)CC2)cc1	.	-6	2	-3	0.3	0	2	0.6%	.
Cn1c(/C=C/c2cccc(Br)c2)nc2ccccc2c1=O	-17	-11	-3	-3	2.3	-13	4	3.6%	-15
Cc1ccc(S(=O)(=O)N2CCCc3cc(NC(=O)c4ccc(C(C)(C)C)cc4)ccc32)cc1	-5	7	-7	0	-3.3	-2	10	1.6%	.
COc1cc(C2CC(=O)NC3=C2C(=O)CC(C)(C)C3)ccc1O (configuration not stated)	-7	9	10	-6	1.8	-5	-2	0.3%	21
CCC(C)[C@H](NC(=O)[C@@H]1Cc2ccccc2CN1C(=O)OC(C)(C)C)C(=O)NCC1CCC(C(=O)O)CC1 (some centres not stated)	-2	-6	3	4	0.1	0	0	1.7%	7
O=C(C1CCC(CNS(=O)(=O)c2ccccc2)CC1)N1CCOCC1 (configuration not stated)	0	1	19	-4	0.0	5	1	-1.3%	13
COC(=O)CC1C(=O)NCCN1C(=O)Nc1ccc(Cl)c(Cl)c1 (configuration not stated)	2	15	-10	-4	-0.3	0	3	-1.3%	-5
Cc1ccc(Oc2nc(-c3ccccn3)nc3ccccc23)cc1	-6	2	5	-2	-0.3	-6	8	-1.0%	-3
O=C(Cc1ncc(C(F)(F)F)cc1Cl)NCc1cccnc1	0	2	-1	-5	-0.9	4	-1	3.1%	0
COc1ccccc1CNCC(=O)Nc1ccc(C#N)cc1	-15	5	-6	-8	-0.4	7	15	-1.2%	-4
CCOc1ccccc1NC(=O)CC1Nc2cc(C)c(C)cc2NC1=O (configuration not stated)	-4	2	7	-2	1.1	1	0	-0.6%	-2
Cc1ccccc1NC(=S)N(Cc1ccccn1)Cc1ccccc1Cl	4	-8	4	-8	3.5	-3	3	-0.6%	6
COc1ccc(/C=N/NC(=O)c2cccc([N+](=O)[O-])c2)cc1OC(=O)c1ccc(C)cc1	-8	18	-26	-9	-0.3	4	1	0.1%	6
Oc1ccc(Br)cc1-c1cc(-c2ccco2)[nH]n1	-3	.	-10	-6	.	-5	1	-1.4%	.
O=C(CN(C(=O)CNS(=O)(=O)c1ccc(F)cc1)C1CCCC1)NCc1ccco1	5	-9	1	-5	0.4	-5	1	5.2%	5
Cc1cc(OC(=O)c2cccc(Cl)c2)c([N+](=O)[O-])c(=O)[nH]1	-6	0	-4	0	1.1	-1	2	1.8%	-9
C/C(CCc1ccccc1)=N\NC(=O)C1C2CCCCC21 (configuration not stated)	0	-3	20	-2	-0.7	-4	0	-2.9%	11

# 2 compounds picked at random from the list so far, as already listed:
SMILES	RXFP1 antag	D2 potentiator	D1 antagonist	D1 potentiator	D2 agonist	TRHR PAM	D1 agonist	RXFP1 agonist	D2 antagonist
Cc1nn(C)cc1CNC(=O)Nc1ccc(Cl)c(Cl)c1	-7	5	-19	-8	-0.1	0	6	5.5%	9
O=C(Cc1ncc(C(F)(F)F)cc1Cl)NCc1cccnc1	0	2	-1	-5	-0.9	4	-1	3.1%	0
